Assay outcomes (PubChem)
GALR2 antag: blocks the human galanin receptor 2. hit rate 0.39% among 140,000. inhibition, % at 4 µM. GALR2-expressing cells, antagonist mode; in the data active means inhibition above about 27%;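 further: cells stimulated with galanin 1-16 at roughly its EC80; 0% = agonist challenge control and 100% = basal control without agonist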
Target sequence (O43603 whole entry, looked up): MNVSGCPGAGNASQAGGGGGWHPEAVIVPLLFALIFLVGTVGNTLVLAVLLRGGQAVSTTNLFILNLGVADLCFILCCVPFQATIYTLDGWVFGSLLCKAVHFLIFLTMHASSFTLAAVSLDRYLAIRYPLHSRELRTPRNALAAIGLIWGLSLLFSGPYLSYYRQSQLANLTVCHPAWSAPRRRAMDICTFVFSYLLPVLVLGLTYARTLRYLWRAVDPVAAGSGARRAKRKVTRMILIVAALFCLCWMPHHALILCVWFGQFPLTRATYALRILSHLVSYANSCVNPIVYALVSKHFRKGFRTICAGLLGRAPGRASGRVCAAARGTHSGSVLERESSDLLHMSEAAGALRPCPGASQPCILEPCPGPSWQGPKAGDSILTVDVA
BB579 growth dn: chemicals that inhibit yeast BB579 growth in restrictive medium (lifespan-shortening candidates); S. cerevisiae BB579 growth, OD615, 48 h; hit rate 0.51% among 140,000; inhibition, % at 10 µM;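 active means inhibition above a set limit, 3 SD over the mean compound inhibition, cut at about 44% in these data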; further: inactives centre near -24
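Test system: DeaD yeast strain BB579 / Buffer or medium: restrictive glucose-based CSMM-D medium / Doses: single 10 µM dose / Schedule: 4 h cell preincubation, 48 h compound exposure, 30 °C humidified / Technique: culture absorbance at 615 nm / Controls: amphotericin B positive control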
MRP1 act: activates MRP-1. H69AR cells + doxorubicin, viability rescue, CellTiter-Glo. hit rate 0.61% among 140,000. viability increase, % at 10 µM. AID 799;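 active means viability gain under doxorubicin at or above a set limit, the compound median plus 3 SD, cut at about 4.7% in these data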;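 further: MRP-1 overexpressing cells given doxorubicin 25 µM after compound pretreatment; 18-22 h compound pretreatment then 72 h with doxorubicin before readout; 0% = doxorubicin-only wells and 100% = vehicle-treated cells without doxorubicin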
E-sel TNF inh: blocks E-selectin expression induced by TNF alpha | HUVEC TNFa-induced E-selectin immunofluorescence, high content | inhibition, % at 2 µM | hit rate 0.71% among 120,000 | AID 1246;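 active means inhibition above the batch mean plus 3 SD, and confirmed as a hit on visual image review, cut at about 43% in these data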;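 further: 0% = TNF-stimulated DMSO wells and 100% = unstimulated control wells; not every result past the cut was called active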
Phagocytosis inh: blocks phagocytosis by macrophages. J774A.1 macrophage IgG-bead phagocytosis, imaging. inhibition, % at 5 µM. hit rate 0.07% among 110,000;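 active means inhibition above the mean of the plate negative controls plus 5 SD, cut at about 13% in these data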;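 further: phagocytic index as fraction of beads internalized from green versus red external bead signal; plate controls were DMSO negative control for no effect and cytochalasin-D positive control for full effect; some results beyond the cut were filed as inactive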
Yeast lifespan up: yeast lifespan extension; inhibition of the nicotinamide effect, % at 10 µM; S. cerevisiae growth with nicotinamide, OD615; deaD strain in restrictive glucose medium; hit rate 0.68% among 130,000; AID 775;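 active means inhibition above a set limit, placed 3 SD over the median of all compounds, cut at about 26% in these data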;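 further: 0% = nicotinamide-treated wells and 100% = cells grown without nicotinamide; some compounds called inactive have numbers as strong as hits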
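assay system = DeaD-strain S. cerevisiae | measured by = absorbance at 615 nm | probe or stimulus = nicotinamide 1.5 mM | buffer or medium = CSMM-D glucose medium, restrictive | times = 48 h at 30 °C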
Measles CPE: protection of cells from measles virus; Measles virus-infected cells, CPE protection, absorbance; protection (pct of control), % at 4 µM; hit rate 1.5% among 140,000; AID 841; in the data active means protection mostly above about 24%, no sharp cut-off; inactive means mostly below about 26%; further: some compounds called inactive have numbers as strong as hits
bCat KO growth: beta-catenin-lacking colon tumor cell growth suppression. HCT116 beta-catenin knockout viability, CellTiter-Glo, 60 h; active compounds read low. viability, % at 10 µM. hit rate 1.5% among 140,000;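 active means viability at or under a set limit, the compound median less 4 SD, cut at about 6% in these data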;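 further: 0% = Hyamine 1622 control at 20 µM and 100% = untreated cell control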
PTEN del growth: growth suppressors of cells with PTEN tumor suppressor deletion; AID 827; hit rate 1.2% among 140,000; HCT116 PTEN-null viability, CellTiter-Glo, 60 h; active compounds read low; viability, % at 10 µM;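 active means viability at or below a set limit, 4 SD under the median of all tested compounds, cut at about 3.7% in these data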;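 further: PTEN knockout HCT116 line with beta catenin targeted HCT116 as companion control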
NPY-Y2 antag: NPY-Y2 (human) receptor antagonism; NPY-Y2 expressing cells, antagonist mode; inhibition, % at 2.7 µM; hit rate 0.99% among 140,000; AID 793; in the data active means inhibition above about 17%;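 further: 0% = vehicle with agonist challenge and 100% = reference antagonist with challenge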
Target sequence (P49146 whole entry, looked up): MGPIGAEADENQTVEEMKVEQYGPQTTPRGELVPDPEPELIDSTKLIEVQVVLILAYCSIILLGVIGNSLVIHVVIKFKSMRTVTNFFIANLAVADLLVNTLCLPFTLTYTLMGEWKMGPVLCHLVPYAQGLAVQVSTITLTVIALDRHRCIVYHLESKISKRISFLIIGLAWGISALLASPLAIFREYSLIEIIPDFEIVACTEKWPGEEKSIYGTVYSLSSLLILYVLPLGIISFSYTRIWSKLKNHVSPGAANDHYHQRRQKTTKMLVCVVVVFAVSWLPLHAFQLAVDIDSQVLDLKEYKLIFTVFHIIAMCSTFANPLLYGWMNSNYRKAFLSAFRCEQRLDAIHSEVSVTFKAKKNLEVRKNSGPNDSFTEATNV
* = called active by the depositor; & = joins results of further samples.

Nc1nc2n(n1)C(c1ccco1)CC(c1ccccc1)N2 (stereo unspecified) was read as GALR2 antag 9, BB579 growth dn -28, MRP1 act -0.7, E-sel TNF inh -20, Yeast lifespan up -8, Measles CPE 12, bCat KO growth 83, PTEN del growth 103 and NPY-Y2 antag 3.
CCOc1ccc2[nH]c(C)c(CN3CCN(CC)CC3)c(=O)c2c1 was read as GALR2 antag 4, BB579 growth dn 20, MRP1 act -0.1, Phagocytosis inh 2, Yeast lifespan up -11, Measles CPE 3, bCat KO growth 88, PTEN del growth 98 and NPY-Y2 antag -2.
For CCOCCCNc1ncc2c(n1)CC(c1ccc(C)cc1)CC2=O (stereo unspecified) the results were GALR2 antag -13, BB579 growth dn -20, MRP1 act 1.1, Phagocytosis inh -2, Yeast lifespan up -12, Measles CPE 26, bCat KO growth 107, PTEN del growth 95 and NPY-Y2 antag 0.
Screening CC1CN(c2c3c(nc4ncnn24)CCCC3)CC(C)O1 (stereo unspecified) returned GALR2 antag -3, BB579 growth dn -58, MRP1 act -0.9, E-sel TNF inh -13, Phagocytosis inh -2, Yeast lifespan up -11, Measles CPE 4, bCat KO growth 85, PTEN del growth 87 and NPY-Y2 antag 1.
For Cc1ccc(NC(=O)CSc2nnnn2C)cc1S(=O)(=O)N(C)C the results were GALR2 antag 2, BB579 growth dn -28, MRP1 act -2.2, E-sel TNF inh -4, Phagocytosis inh -7, Yeast lifespan up 9, Measles CPE 30, bCat KO growth 98, PTEN del growth 87 and NPY-Y2 antag -4.
CSc1nc2ccccc2n1Cc1cccc([N+](=O)[O-])c1 was read as GALR2 antag 4, BB579 growth dn -27, MRP1 act -1.8, Phagocytosis inh 5, Yeast lifespan up 3, Measles CPE 30, bCat KO growth 86, PTEN del growth 96 and NPY-Y2 antag 6.
For CCCc1cc(-c2[nH]ncc2-c2ccc(C(=O)OCC)o2)c(O)cc1O the results were GALR2 antag 7, BB579 growth dn -69, MRP1 act -4.2, E-sel TNF inh 8, Yeast lifespan up 0, Measles CPE 29, bCat KO growth 98, PTEN del growth 91 and NPY-Y2 antag -2.
For CCOC(=O)c1[nH]c(C)c(C(=O)Nc2ccc(C)c(Cl)c2)c1C the results were GALR2 antag 4, BB579 growth dn -39, MRP1 act -5.4, E-sel TNF inh -25, Yeast lifespan up -4, Measles CPE 2, bCat KO growth 46, PTEN del growth 38 and NPY-Y2 antag 3.
C[C@@H](Nc1nc(-c2ccccc2)nc2c1oc1ccccc12)C(=O)O was read as GALR2 antag 11, BB579 growth dn -19, MRP1 act -1.8, Phagocytosis inh 0, Yeast lifespan up -11, Measles CPE 34, bCat KO growth 80, PTEN del growth 84 and NPY-Y2 antag -2.
For COC(=O)c1sccc1NC(=O)COc1ccccc1Cl the results were GALR2 antag 19, BB579 growth dn -12, MRP1 act -1.9, Phagocytosis inh -10, Yeast lifespan up -3, Measles CPE 4, bCat KO growth 85, PTEN del growth 78 and NPY-Y2 antag 8.
Screening CCC(c1nnc(SCC(=O)Nc2cc(Cl)ccc2C#N)n1C1CCCCC1)N(C)C (stereo unspecified) returned GALR2 antag 2, BB579 growth dn -4, MRP1 act -3.3, Phagocytosis inh -6, Yeast lifespan up -5, Measles CPE 14, bCat KO growth 85, PTEN del growth 79 and NPY-Y2 antag 3.
Cc1noc(C)c1C(=O)NCCC1=CCCCC1 was read as GALR2 antag -6, BB579 growth dn 10, MRP1 act -3.0, E-sel TNF inh 64*, Phagocytosis inh -3, Yeast lifespan up -16, Measles CPE 9, bCat KO growth 76, PTEN del growth 84 and NPY-Y2 antag 5.
COc1ccc2[nH]c(=O)c(CN(C)C(=O)COc3ccccc3)cc2c1 was read as GALR2 antag 1, BB579 growth dn -38, MRP1 act -1.0, E-sel TNF inh -26, Phagocytosis inh 0, Yeast lifespan up -15, Measles CPE 5, bCat KO growth 91, PTEN del growth 97 and NPY-Y2 antag 3.
Screening Clc1ccc(-c2nc3cnccn3c2NC2CCCC2)cc1 returned GALR2 antag 17, BB579 growth dn 9, MRP1 act -2.3, E-sel TNF inh 6, Phagocytosis inh -1, Yeast lifespan up -6, Measles CPE 6, bCat KO growth 62, PTEN del growth 50 and NPY-Y2 antag 0.
Screening COc1ccccc1-c1nc2cc3ccccc3cc2nc1-c1ccccc1 returned GALR2 antag -7, BB579 growth dn -57, MRP1 act -2.9, Phagocytosis inh -3, Yeast lifespan up 4, Measles CPE 4, bCat KO growth 71, PTEN del growth 59 and NPY-Y2 antag 0.
`Cc1ccc2c(c1)N(CCC(=O)NCc1ccc3c(c1)OCO3)C(=O)CO2` gave GALR2 antag 2, BB579 growth dn -32, MRP1 act -1.6, E-sel TNF inh -27, Yeast lifespan up -4, Measles CPE 18, bCat KO growth 92, PTEN del growth 93 and NPY-Y2 antag -1.
Screening CCOC(=O)c1c(NC(=O)CSc2nnnn2CC)sc(C)c1C returned GALR2 antag -25, BB579 growth dn -44, MRP1 act -1.8, E-sel TNF inh -20, Phagocytosis inh 0, Yeast lifespan up -2, Measles CPE 22, bCat KO growth 92, PTEN del growth 101 and NPY-Y2 antag 3.
COc1ccc(C(=O)NCCc2ccc(S(N)(=O)=O)cc2)cc1OC was read as GALR2 antag -1, BB579 growth dn -23, MRP1 act -0.1, E-sel TNF inh -30, Phagocytosis inh 0, Yeast lifespan up -1, Measles CPE 4, bCat KO growth 98, PTEN del growth 106 and NPY-Y2 antag -1.
For O=C(NC(=O)c1ccc(Cl)cc1)OC1CCCCC1 the results were GALR2 antag -8, BB579 growth dn -51, MRP1 act -0.1, Phagocytosis inh -5, Yeast lifespan up 2, Measles CPE 4, bCat KO growth 94, PTEN del growth 100 and NPY-Y2 antag 3.
O=C(Cc1nc2ccccc2[nH]1)N/N=C/c1ccccc1 was read as GALR2 antag -12, BB579 growth dn -19, MRP1 act 1.7, E-sel TNF inh 4, Phagocytosis inh -3, Yeast lifespan up 3, Measles CPE 28, bCat KO growth 99, PTEN del growth 93 and NPY-Y2 antag 0.
Screening O=C(CNC(=O)c1ccccc1F)OCC(=O)N1CCCc2ccccc21 returned GALR2 antag 3, BB579 growth dn -23, MRP1 act 0.4, E-sel TNF inh 16, Phagocytosis inh -10, Yeast lifespan up -1, Measles CPE 11, bCat KO growth 87, PTEN del growth 93 and NPY-Y2 antag 2.
For CCOC(=O)NC(NCc1ccccc1)(C(F)(F)F)C(F)(F)F the results were GALR2 antag -2, BB579 growth dn -24, MRP1 act -0.3, Yeast lifespan up 3, Measles CPE 44*, bCat KO growth 84, PTEN del growth 89 and NPY-Y2 antag 1.
`CC(=O)c1cccc(NC(=O)C2CCN(S(=O)(=O)c3ccccc3)CC2)c1` gave GALR2 antag -11, BB579 growth dn 1, MRP1 act -2.0, E-sel TNF inh 25, Phagocytosis inh -2, Yeast lifespan up -9, Measles CPE 1, bCat KO growth 109, PTEN del growth 100 and NPY-Y2 antag 0.
`COc1ccc(S(=O)(=O)CCC(=O)NCCc2ccc(C)cc2)cc1` gave GALR2 antag 6, BB579 growth dn -27, MRP1 act -3.7, E-sel TNF inh -10, Yeast lifespan up -6, Measles CPE 6, bCat KO growth 101, PTEN del growth 101 and NPY-Y2 antag 0.
`COc1ccc(C2N=C(N)N=C(N)N2c2ccccc2OC)cc1OC` (stereo unspecified) gave GALR2 antag -2, BB579 growth dn -15, MRP1 act -2.0, E-sel TNF inh -2, Yeast lifespan up -19, Measles CPE 15, bCat KO growth 100, PTEN del growth 89 and NPY-Y2 antag 0.
For Cc1ccc(OC(C)C(=O)N2CCCc3ccccc32)cc1 (stereo unspecified) the results were GALR2 antag 4, BB579 growth dn -42, MRP1 act -2.0, E-sel TNF inh 17, Phagocytosis inh -1, Yeast lifespan up -2, Measles CPE 6, bCat KO growth 94, PTEN del growth 97 and NPY-Y2 antag 2.
Screening CC(=O)Nc1ccc(-c2cc(NC(C)=O)n(-c3ccccc3)n2)cc1 returned GALR2 antag -3, BB579 growth dn -58, MRP1 act 0.1, E-sel TNF inh -7, Phagocytosis inh 0, Yeast lifespan up -6, Measles CPE 3, bCat KO growth 85, PTEN del growth 91 and NPY-Y2 antag -2.
`C=CCn1c(SCC(=O)N2CCOCC2)nc(O)c(Cc2ccccc2)c1=O` gave GALR2 antag 11, BB579 growth dn -67, MRP1 act 0.9, E-sel TNF inh 23, Phagocytosis inh 0, Yeast lifespan up -5, Measles CPE 3, bCat KO growth 98, PTEN del growth 99 and NPY-Y2 antag -2.
Screening Cc1sc2nc(CSc3nnc(Cc4cccs4)n3C3CCCCC3)[nH]c(=O)c2c1C returned GALR2 antag 12, BB579 growth dn -22, MRP1 act -4.1, Phagocytosis inh -1, Yeast lifespan up -14, Measles CPE 2, bCat KO growth 95, PTEN del growth 83 and NPY-Y2 antag 4.
Cc1ccccc1S(=O)(=O)Cc1ccc(C(=O)NCc2cccs2)o1 was read as GALR2 antag -6, BB579 growth dn -30, MRP1 act -1.1, E-sel TNF inh 5, Phagocytosis inh -1, Yeast lifespan up -5, Measles CPE 1, bCat KO growth 93, PTEN del growth 91 and NPY-Y2 antag 2.
`Clc1ccc(COc2ccccc2CNCc2cccnc2)cc1` gave GALR2 antag 10, BB579 growth dn -14, MRP1 act -0.8, E-sel TNF inh 10, Phagocytosis inh -1, Yeast lifespan up 49*, Measles CPE 2, bCat KO growth 60, PTEN del growth 63&65 and NPY-Y2 antag 11.
COc1ccc(NC(=O)C2CCN(S(C)(=O)=O)CC2)cc1 was read as GALR2 antag 11, BB579 growth dn 4, MRP1 act 0.0, E-sel TNF inh 12, Phagocytosis inh 2, Yeast lifespan up -6, Measles CPE 4, bCat KO growth 115, PTEN del growth 100 and NPY-Y2 antag 2.

Of the compounds above, 4 contain two or more sulfur atoms.
For Cc1ccc(NC(=O)CSc2nnnn2C)cc1S(=O)(=O)N(C)C the results were GALR2 antag 2, BB579 growth dn -28, MRP1 act -2.2, E-sel TNF inh -4, Phagocytosis inh -7, Yeast lifespan up 9, Measles CPE 30, bCat KO growth 98, PTEN del growth 87 and NPY-Y2 antag -4.
Screening CCOC(=O)c1c(NC(=O)CSc2nnnn2CC)sc(C)c1C returned GALR2 antag -25, BB579 growth dn -44, MRP1 act -1.8, E-sel TNF inh -20, Phagocytosis inh 0, Yeast lifespan up -2, Measles CPE 22, bCat KO growth 92, PTEN del growth 101 and NPY-Y2 antag 3.
Screening Cc1sc2nc(CSc3nnc(Cc4cccs4)n3C3CCCCC3)[nH]c(=O)c2c1C returned GALR2 antag 12, BB579 growth dn -22, MRP1 act -4.1, Phagocytosis inh -1, Yeast lifespan up -14, Measles CPE 2, bCat KO growth 95, PTEN del growth 83 and NPY-Y2 antag 4.
Cc1ccccc1S(=O)(=O)Cc1ccc(C(=O)NCc2cccs2)o1 was read as GALR2 antag -6, BB579 growth dn -30, MRP1 act -1.1, E-sel TNF inh 5, Phagocytosis inh -1, Yeast lifespan up -5, Measles CPE 1, bCat KO growth 93, PTEN del growth 91 and NPY-Y2 antag 2.
